# Screening data from PubChem BioAssay.
# POLH inh = qHTS for Inhibitors of Polymerase Eta | DNA polymerase eta (Homo sapiens), Q9Y253 | recombinant Pol eta, fluorescent DNA replication assay | Potency, µM (highest dose often 114 µM), without a hit: at the top dose activity change, negative = inhibition, actives largely listed as inhibitors | hit rate 1.2% among 390,000 | AID 588591, 2011; further: potency means the concentration at half of the fitted maximal effect; on the % scale 0 is the no-effect control and ±100 the full control effect
#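 Pol eta (10 nM) was preincubated with compounds for 15 min at room temperature, after which fluorescent replication substrate (50 nM final) was added to start the reaction. Fluorescence was read kinetically at 0 and 10 min.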
# HP1b chromo inh = HTS for Inhibitors of HP1-beta Chromodomain Interactions with Methylated Histone Tails; Chromobox protein homolog 1 (Homo sapiens), P83916; AlphaScreen HP1-beta / biotin-H3K9me3 peptide binding; Potency, µM (doses to about 114 µM), for inactives: top-dose activity change, negative = inhibition, hits mostly inhibitors; hit rate 0.56% among 390,000; AID 540317, 2011; further: potency means the concentration at half of the fitted maximal effect; nearly all actives have a fitted effect of over 70% in size; inactives centre near 23
# Target sequence (P83916 whole entry, looked up): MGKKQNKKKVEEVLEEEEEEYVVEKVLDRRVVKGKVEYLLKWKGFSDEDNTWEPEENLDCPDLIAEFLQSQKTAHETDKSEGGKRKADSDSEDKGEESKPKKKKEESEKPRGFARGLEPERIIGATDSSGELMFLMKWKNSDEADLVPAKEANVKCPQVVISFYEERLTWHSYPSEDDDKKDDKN
#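 HP1-beta protein (50 nM final) preincubated 30 min at room temperature with biotinylated H3(1-18)K9me3 peptide (50 nM) in PBS pH 7.4, 0.01% Tween-20, then compound added for 30 min. AlphaScreen streptavidin donor/nickel chelate acceptor beads (10 ug/mL final), 30 min dark, luminescence read.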
# G9a block = qHTS Assay for Inhibitors of Histone Lysine Methyltransferase G9a. Histone-lysine N-methyltransferase EHMT2 (Homo sapiens), Q96KQ7. G9a H3K9 monomethylation, AlphaScreen, 2 h. Potency, µM (doses to about 102 µM), for inactives: at the highest dose activity, negative = inhibition, most hits filed as inhibitors. hit rate 8.8% among 350,000. AID 504332, 2011; further: potency means the concentration at half of the fitted maximal effect; on the % scale 0 is the no-effect control and ±100 the full control effect; nearly all actives have a fitted effect of over 75% in size
#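 Methyltransferase reactions run at room temperature for 2 h (20 nM enzyme, 500 nM biotin-H3K9 peptide, 20 uM SAM) after a 15 min compound preincubation; product detected by AlphaScreen beads and anti-H3K9me1 antibody.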
# PGK inhibitor = qHTS Assay to Find Inhibitors of Phosphoglycerate Kinase | Phosphoglycerate kinase, glycosomal (Trypanosoma brucei brucei), P07378 | PGK/GAPDH coupled, Kinase-Glo luminescence, 60 min | Potency, µM (series often up to 57.5 µM), for the others: at the top dose activity change, negative = inhibition, hits mostly inhibitors | hit rate 0.043% among 380,000; further: potency means the concentration at half of the fitted maximal effect; on the % scale 0 is the no-effect control and ±100 the full control effect; nearly all actives have a fitted effect of over 60% in size
#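 Luminescent ATP detection (Kinase-Glo Plus) follows a 60-minute room-temperature incubation, with wells lacking PGK as controls. Buffer: 100 mM TEA (pH 7.6), 5 mM MgCl2, 0.01% Tween-20. Coupling enzyme GAPDH (100 nM final) supplies unstable 1,3-BPG in-well.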
# PI4K2A inh = qHTS for small molecular inhibitors of PI4K2A; purified PI4K2A, ADP-Glo luminescence, 1 h; hits give low values; activity change, negative = inhibition, % at 76.9 µM; hit rate 0.13% among 420,000; AID 1346378, 2018; in the data active means activity change below about -50%; inconclusive means mostly about -30% to -49%;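 further: -100% = wells without enzyme as full effect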
#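 ADP-Glo luminescence measured ADP generated by PI4K2A enzyme (4 ug/mL before mixing) with 1.2 mM PI substrate (pre-mix) and 300 microM ATP (pre-mix). Tris pH7.5 buffer with MgCl2, Triton X-100; 1 h reaction at ambient temperature.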
# JMJD2A Tudor inh = qHTS Assay for Inhibitors of JMJD2A-Tudor Domain. Lysine-specific demethylase 4A (Homo sapiens), O75164. AlphaScreen JMJD2A-Tudor / H3K4me3 peptide binding. Potency, µM (series often up to 114 µM), without a hit: at the top dose activity change, negative = inhibition, usual class: inhibitors. hit rate 4.4% among 390,000; further: potency means the concentration at half of the fitted maximal effect; on the % scale 0 is the no-effect control and ±100 the full control effect; nearly all actives have a fitted effect of over 50% in size
# GLS inhibitor = qHTS for Inhibitors of Glutaminase (GLS); AID 624170, 2012; Potency, µM (titrated, usually from 45.5 µM), without a hit: at the highest dose activity change, negative = inhibition, hits mostly inhibitors; hit rate 0.21% among 410,000; Glutaminase kidney isoform, mitochondrial (Homo sapiens), O94925; GLS enzymatic activity, qHTS titration; further: potency means the concentration at half of the fitted maximal effect; on the % scale 0 is the no-effect control and ±100 the full control effect
# Target sequence (O94925 whole entry, looked up, canonical isoform): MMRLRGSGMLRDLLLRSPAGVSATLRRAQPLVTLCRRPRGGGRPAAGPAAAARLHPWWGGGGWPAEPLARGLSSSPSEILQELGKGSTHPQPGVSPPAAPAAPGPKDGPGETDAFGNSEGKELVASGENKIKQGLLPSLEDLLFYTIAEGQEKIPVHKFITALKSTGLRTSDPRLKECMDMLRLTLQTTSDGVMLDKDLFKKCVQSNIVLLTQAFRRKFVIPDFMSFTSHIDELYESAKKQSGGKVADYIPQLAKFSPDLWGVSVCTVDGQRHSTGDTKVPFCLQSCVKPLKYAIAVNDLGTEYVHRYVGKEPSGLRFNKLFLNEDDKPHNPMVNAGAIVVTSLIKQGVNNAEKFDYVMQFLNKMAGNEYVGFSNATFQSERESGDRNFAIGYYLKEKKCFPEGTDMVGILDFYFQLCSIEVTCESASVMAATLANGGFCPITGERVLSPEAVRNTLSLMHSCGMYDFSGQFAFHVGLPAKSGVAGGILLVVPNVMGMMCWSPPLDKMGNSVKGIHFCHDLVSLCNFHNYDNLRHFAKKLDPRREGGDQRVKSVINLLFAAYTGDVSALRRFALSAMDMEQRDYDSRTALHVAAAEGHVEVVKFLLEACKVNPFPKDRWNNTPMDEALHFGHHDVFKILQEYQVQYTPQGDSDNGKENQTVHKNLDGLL
#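 Two-point fluorescence kinetic (t0, 30 min RT) for hKGA; glutamate detected via glutamate oxidase–HRP–Amplex Red. Substrate: 1 mM L-glutamine solution; buffer 45 mM KH2PO4, pH 8.2.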
# BAZ2B block = qHTS Assay for Inhibitors of BAZ2B; Bromodomain adjacent to zinc finger domain protein 2B (Homo sapiens), Q9UIF8; AlphaScreen BAZ2B-H3K14Ac peptide displacement; Potency, µM (doses to about 114 µM), inactives show at the top dose activity change, negative = inhibition, actives largely listed as inhibitors; hit rate 4.4% among 360,000; AID 504333, 2011; further: potency means the concentration at half of the fitted maximal effect; on the % scale 0 is the no-effect control and ±100 the full control effect; nearly all actives have a fitted effect of over 60% in size
#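 Multi-concentration screen (max 110 uM) measuring displacement of acetylated histone H3 peptide from BAZ2B by AlphaScreen, using 50 nM protein, 50 nM peptide and 10 ug/mL streptavidin donor plus Ni-chelate acceptor beads.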
# Pin1 inh = qHTS Assay to Find Inhibitors of Pin1; Peptidyl-prolyl cis-trans isomerase NIMA-interacting 1 (Homo sapiens), Q13526; Pin1 FP peptide displacement, HiFluor488, 10 min; Potency, µM (doses to about 115 µM), for the others: top-dose activity, negative = inhibition, actives largely listed as inhibitors; hit rate 0.009% among 390,000; AID 504891, 2011; active means well fitted inhibition curve with a large enough effect in the polarisation, with a control signal flat, not every such curve was filed as active; inconclusive means small, poorly fitted or top-dose-only effect, or effect the other way, or a change in a side signal; inactive means no such curve, though single readings can be large or run the other way; the % refers to the polarisation; further: potency means the concentration at half of the fitted maximal effect; on the % scale 0 is the no-effect control and ±100 the full control effect
# Target sequence (Q13526 whole entry, looked up): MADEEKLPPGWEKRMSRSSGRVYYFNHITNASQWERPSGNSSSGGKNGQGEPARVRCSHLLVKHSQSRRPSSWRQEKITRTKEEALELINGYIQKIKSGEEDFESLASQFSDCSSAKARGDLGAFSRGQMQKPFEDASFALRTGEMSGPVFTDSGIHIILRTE
# * hit, by the source's call; i = inactive; ? = inconclusive; · = not tested or not shown; & = joins results of further samples; [ ] = another dose, or the depositor's remark. Unless noted, the call rests on the fitted dose curve; in most records, active means well fitted curve in the direction sought with a large enough effect; inconclusive means small, poorly fitted or top-dose-only effect, or another doubt; inactive means no such curve, though single readings can be large; an effect the other way counts as inactive or inconclusive. These rows are one share of the data, so the mix of outcomes need not match the whole.
SMILES,POLH inh,HP1b chromo inh,G9a block,PGK inhibitor,PI4K2A inh,JMJD2A Tudor inh,GLS inhibitor,BAZ2B block,Pin1 inh
COc1ccc(OC)c(CNC(=O)Cc2ccc(NC(=O)N3CCSc4ncccc43)cc2)c1,1%,7%,-25%[59 µM],2%,3,-11%,3%,-14%,1%
Cc1nc2[nH]c(=S)n(C)c(=O)c2nc1C,2%,15%,45µM*,-16%,0,89µM*,-1%,-11%,-8%
Cn1nc([N+](=O)[O-])nc1N1CCN(c2ccc(F)cc2)CC1,-3%,38%,-2%[59 µM],-8%,4,-15%,10%,8%,-1%
COc1ccc(NC(=O)CSc2ccc(-c3ccco3)nn2)c(OC)c1,-2%,0%,?,0%,-2,-33%,10%,?,?
CN(C)c1cccc(C(=O)OCC(=O)Nc2nccs2)c1,?,2%,-10%,-11%,-12,-34%,41%[activator],?,?
COc1c(N)c2c(c([N+](=O)[O-])c1OC)C(=O)OC2,-1%,10%,·,-1%,3,-19%,8%,·,-6%
CC(NC(=O)N1CCOCC1)c1ccccc1 (stereo not drawn),0%,19%,·,-8%,2,-6%,-11%,0%,-8%
Cc1ccc(C2(C)NC(=O)N(CC(=O)Nc3cc(S(=O)(=O)N4CCOCC4)ccc3OC(C)C)C2=O)cc1 (stereo not drawn),-13%,26%,·,-7%,2,-9%,-8%,·,8%
Cc1ccc(C(O)P(=O)(OC(C)C)c2ccc(N(C)C)cc2)cc1 (stereo not drawn),-14%,27%,23%[12.7 µM],i,-2,-10%,6%,-1%,-14%
CCn1ncc(Br)c1C(=O)Nc1cc(C(=O)OC)ccc1C(=O)OC,3%,13%,6%[12.7 µM],-1%,-12,-10%,-9%,8%,1%
Cc1cc(C)nc(SCC(=O)Nc2cccc(S(=O)(=O)N(C)C)c2)n1,-6%,17%,-13%,-9%,1,-12%,-1%,-8%,-2%
O=C(NCCN1CCN(C(=O)Nc2ccccc2)CC1)Nc1ccccc1,-3%,34%,-1%,1%,-1,-6%,11%,2%,-1%
CCOC(=O)COc1ccc2c(c1)C(=O)CC(C)(c1cccnc1)O2 (stereo not drawn),-4%,40%[activator],-7%,-3%,2,-3%,0%,2%,-8%
CCOc1ccc(-n2c(=O)c3c(C)c(C)sc3n(CC(=O)C(C)(C)C)c2=O)cc1,·,56%[activator],39%[activator][59 µM],·,-10,0%,-5%,34%[activator],-3%
CC(C)CC(=O)Nc1nnc(S(=O)(=O)N(C)Cc2ccco2)s1,-18%,47%[activator],?,5%,3,13%,5%,-19%,0%
O=C1CC(N2CCN(c3ccc(C(=O)c4ccc(F)cc4)cc3)CC2)C(=O)N1 (stereo not drawn),-7%,23%,?,3%,0,3%,3%,-1%,-1%
CCC(C)Sc1cc(-c2nc3ccc(Cl)cn3c2NC2CCCCC2)ccc1OC (stereo not drawn),-19%,12%,·,-8%,-4&2,?,2%&3%,·,73%[activator]
Cc1cc(C)c(NC(=O)CSc2ccc(-c3sc(-c4ccccc4)nc3C)nn2)c(C)c1,-13%,9%,3%[59 µM],-10%,-2,-17%,8%,-4%,-3%
COc1ccc(OCC(=O)NCC(c2ccc(Cl)cc2)N2CCCCC2)cc1 (stereo not drawn),-17%,23%,-4%[59 µM],2%,-3,-11%,4%,-24%,2%
COC(=O)c1sc(C(=O)OC)c(C(=O)OC)c1C(=O)OC,-14%,43%[activator],?,-5%,1,-1%,1%,2%,-6%
CSc1ccccc1NC(=O)C1=CC(c2ccc(C)cc2)=NS(=O)(=O)N1C,-6%,16%,79µM*,-5%,-5,-35%,2%,?,26%
Cc1ccc(NC(=O)Nc2nnc(SCC(=O)N3CCC(C)CC3)s2)cc1,-2%,40%[activator],3%[59 µM],1%,-2,-10%,1%,-21%,-1%
O=C(Nc1ccc(-n2ccnc2P(=O)(O)c2ccccc2)cc1)c1ccccc1Cl,-4%,16%,?,-4%,4,?,7%,?,-1%
Cc1ccccc1NC(=O)/C(=C/c1ccccc1)c1ccccc1,-22%,117%[activator],58%[activator][12.7 µM],3%,-9,61%[activator],-2%,33%,-1%
COc1cccc(CC2(CO)CCN(Cc3cnc(-c4cccc(C)c4)nc3)CC2)c1,-22%,12%,-45%,-3%,0,-30%,-13%,-27%,15%
COc1ccc(NC(=S)N2CCC(N(C)CCN3CCOCC3)CC2)cc1,-6%,17%,13%[59 µM],8%,1,-19%,-1%,-2%,0%
Cc1cc(Cl)ccc1OCCCC(=O)Nc1cc(S(=O)(=O)N2CCOCC2)ccc1N1CCOCC1,-11%,17%,·,-4%,1,-23%,-2%,·,31%[activator]
COc1cc2c3c(c1)C1(C(=O)N3C(C)(C)C=C2C)C(C#N)=C(N)Oc2cc(C)oc(=O)c21 (stereo not drawn),-16%,1%,7%[59 µM],-1%,-4,-22%,-5%,?,2%
c1ccc(-c2nc3ccccc3[nH]2)nc1,-5%,22%,-11%,-22%,-19,?,-1%,-7%,-1%
CCOC(=O)C1CCN(CC(=O)Nc2ccc(OC)c(Cl)c2)CC1,-11%,?,10µM*,-2%,-1,2.8µM*,3%,50µM*,9%
CCCn1c(SCC(=O)NCCc2ccc(OC)c(OC)c2)nc2c1c(=O)n(C)c(=O)n2C,2%,21%,-5%[59 µM],-4%,3,-4%,-1%,0%,1%
C[C@H](CO)N1C[C@H](C)[C@@H](CN(C)S(=O)(=O)c2ccccc2)Oc2c(NC(=O)NC3CCCCC3)cccc2C1=O,-14%,20%,·,-6%,-7,-19%,-1%,·,?
CCOC(=O)c1sc(NC(=O)C2c3ccccc3Oc3ccccc32)c(C(=O)OCC)c1C,-16%,25%,-26%[59 µM],5%,0,-17%,1%,-7%,1%
CC1CCN(c2nc(N3CCCCC3)nc(N3CCCCC3)n2)CC1,-2%,60%[activator],2%,-2%,-2,-16%,-11%,-27%,-3%
C=CCn1cc(C(=O)N2CCc3ccccc3C2)c(=O)c2cc(S(=O)(=O)N(CC)CC)ccc21,-4%,1%,?,-3%,3,-17%,7%,-7%,-6%
COC1OCC(O)C(NC(=O)N(C)N=O)C1O (stereo not drawn),0%,·,·,-2%,-3,·,11%,·,·
O=C(CSc1nc2c(c(=O)n1-c1ccccc1)SCC2)NCC1CCCO1 (stereo not drawn),3%,28%,9%,5%,1,-10%,4%,2%,7%
CCOc1ccccc1NC(=O)c1sc2nc3n(c(=O)c2c1C)CCCCC3,0%,6%,-1%[59 µM],4%,0,-12%,5%,5%,0%
COC(=O)c1cc(Br)c(N)cc1OC,0%,22%,-3%,-9%,1,-4%,7%,-19%,-5%
Cc1nc(NCC2CCCO2)c2nnn(Cc3ccccc3Cl)c2n1 (stereo not drawn),-7%,9%,-2%,-8%,-2,-7%,5%,1%,3%
Cn1cccc1CC(=O)N/N=C\c1c2ccccc2cc2ccccc12,-5%,-12%,-1%[0.0925 µM],i,0,?,0%,-10%,18%
CC(=O)Nc1ccccc1NS(=O)(=O)c1cccc([N+](=O)[O-])c1,?,52%[activator],5%,-9%,-4,12%,12%,-12%,1%
Cc1ccc(-c2c[n+](CC(=O)Nc3ccccc3C)c3n2CCC3)cc1,2%,9%,-4%,4%,1,-9%,3%,-12%,0%
O=C(Nc1cc(C(F)(F)F)ccc1N1CCOCC1)c1cccnc1,-10%,43%[activator],-43%,i,-4,-16%,-7%,-2%,-13%
O=C(Nc1ccccc1NC(=O)c1ccco1)c1ccccc1,8%,2%,-8%[59 µM],0%,3,-6%,-1%,0%,-8%
COc1ccc2[nH]c(=O)c(COC(=O)c3ccco3)cc2c1,?,19%,-22%[59 µM],-6%,-15,-7%,-1%,9%,39%[activator]
Cc1cccn2c(NCc3ccc4c(c3)OCO4)c(-c3ccc(O)cc3)nc12,-21%,3%,?,-8%,3,-24%[11.4 µM],-22%,?,-2%
Cc1ccc(NC(=O)Cn2c(=O)n(CCC(C)C)c(=O)c3cccnc32)cc1C,1%,23%,-14%[59 µM],-7%,-1,-8%,-2%,0%,3%
O=C(C[n+]1ccccc1)N/N=C/c1ccco1,-21%,-13%,?,i,-2,-8%[57.1 µM],-14%,-37%,-3%
COc1nc(N/N=C/c2ccccc2F)nc(N2CCCCC2)n1,4%,-7%,-9%[59 µM],-4%,-6,-18%,-8%,-3%,0%
COc1ccc(NS(=O)(=O)c2cccs2)cn1,-15%,44%[activator],3%,i,1,-4%,-7%,-10%,4%
O=C(COc1ccc2ccccc2c1)Nc1cccc(C(=O)Nc2ccccc2C(=O)O)c1,28µM*,3%,12%[59 µM],-8%,0,?,6%,-11%,?
CCC1(CC)NC(=O)N(CC(=O)N2CCc3ccccc32)C1=O,-11%,40%[activator],·,i,-5,-1%,-9%,·,?
